# FLuc act counter = affects firefly luciferase, flagging false hits in luciferase stimulation screens. activation factor at 10 µM. 200,000 tested, under 10 active. P08659. ATPlite luciferase biochemical, luminescence, 10 min; 0 = ATP-free wells, 1 = DMSO control. AID 1027;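 active means luciferase activation factor, scaled between plate controls, of at least 2 with compound at 10 µM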
# Target sequence (P08659 whole entry, looked up): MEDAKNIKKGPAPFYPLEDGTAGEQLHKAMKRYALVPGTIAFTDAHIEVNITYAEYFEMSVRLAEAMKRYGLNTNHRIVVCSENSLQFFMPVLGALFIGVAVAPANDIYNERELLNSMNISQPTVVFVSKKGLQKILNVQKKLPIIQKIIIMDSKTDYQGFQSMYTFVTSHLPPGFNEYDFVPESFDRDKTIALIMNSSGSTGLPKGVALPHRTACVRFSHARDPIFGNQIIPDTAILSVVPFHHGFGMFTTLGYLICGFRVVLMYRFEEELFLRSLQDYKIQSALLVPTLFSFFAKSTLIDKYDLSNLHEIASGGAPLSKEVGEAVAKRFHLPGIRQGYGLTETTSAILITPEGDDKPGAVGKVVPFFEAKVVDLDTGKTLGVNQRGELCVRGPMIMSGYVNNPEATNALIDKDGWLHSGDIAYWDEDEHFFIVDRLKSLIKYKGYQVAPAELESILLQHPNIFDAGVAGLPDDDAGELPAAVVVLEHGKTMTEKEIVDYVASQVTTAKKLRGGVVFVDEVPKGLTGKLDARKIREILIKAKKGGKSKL
#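 Assay system: Luciferase/luciferin detection reagent, cell-free biochemical luciferase assay / Also added: ATP substrate / Schedule: 10 min at ambient temperature / Measured by: luminescence measurement of luciferase light output / Benchmarks: low control with PBS replacing ATP, high control enzyme plus ATP without compound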
# NF-kB expr up = compounds increasing NF-kB expression in human neuronal cells; NF-kB reporter expression; stronger effect = higher value; fold change at 12.5 µM; 190,000 tested, 1.6% active; in the data active means fold change above about 3.3
# FLuc inhib CS = inhibits firefly luciferase, flagging false hits in luciferase inhibition screens; ATPLite firefly luciferase biochemical luminescence, 10 min; inhibition, % at 10 µM; 200,000 tested, 1.5% active; AID 1006;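 active means inhibition above about 50% when tested at 10 µM, limit read from the data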
# G6PDH counter = inhibits Leuconostoc G6PDH, flagging false hits in G6PDH-based assays | 200,000 tested, 0.12% active | AID 1020 | Purified L. mesenteroides G6PDH, diaphorase/resazurin coupled fluorescence, 45 min | inhibition, % at 5 µM; in the data active means inhibition above about 50%
# APP 5'UTR act = APP 5'UTR luciferase reporter activation | SH-SY5Y APP 5'UTR luciferase reporter, luminescence; zero percent = DMSO vehicle wells | activation, % at 2 µM | 190,000 tested, 1% active | AID 1276;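 active means activation above a set limit, based on mean plus 3 SD of controls, cut at about 140% in these data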; further: values of inactives mirror those of a sister screen read the other way
# Efa HMGR inh = blocks class II HMG-CoA reductase of Enterococcus faecalis; AID 1066; 190,000 tested, 0.41% active; inhibition, % at 10 µM; purified E. faecalis HMGR, NADPH absorbance 340 nm kinetic;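 active means inhibition above a set limit, the median over all tested compounds plus 3 SD, cut at about 9.5% in these data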;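 further: enzyme runs in reverse so mevalonate oxidation gives rising NADPH absorbance; 0% = complete reaction with DMSO and 100% = background rate lacking mevalonate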
# APP transl inh = APP translation inhibition; inhibition, % at 2 µM; AID 1285; 190,000 tested, 0.82% active; SH-SY5Y APP 5'UTR-luciferase reporter, luminescence;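 active means inhibition above a set limit, derived from the sample mean plus 3 SD, cut at about 45% in these data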; further: values of inactives mirror those of a sister screen read the other way
# Redox H2O2 prof = compounds producing H2O2 with reducing agent – biochemical, NIH compound library profiling, artefact control for MLSCN library redox annotation, primary screen; DTT-dependent redox cycling H2O2, phenol red/HRP absorbance; 100% = 100 µM peroxide control, 0% = buffer; activation, % at 10 µM; 200,000 tested, 0.03% active; AID 878;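 active means activation of at least 50% relative to the plate's high and low controls in the primary single-dose screen; inactive means activation below 50%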;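 further: compound incubated with DTT at 0.8 mM final as the reducing agent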
# STAT1 act = STAT1 signaling activation. 200,000 tested, 2.6% active. NIH 3T3 STAT1-luciferase reporter, IFN-gamma, luminescence; 100% = IFN-gamma alone, no compound. activation (% of control), % at 5.5 µM;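 active means activation above the screen-wide mean activation plus 3 SD, cut at about 130% in these data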;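 further: raw ratio to IFN-gamma control signal so 100% means no change and 0% no light; values of inactives mirror those of a sister screen read the other way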
# Hsp70 act = transcriptional activators of Hsp70 | 200,000 tested, 0.04% active | HeLa Hsp70 promoter luciferase reporter, luminescence; scaled: vehicle 0, proteasome-inhibitor control 100% | AID 1203 | activation, % at 10 µM;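 active means activation above the mean across all tested compounds plus 3 SD, cutoff set per campaign, cut at about 5.5% in these data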;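 further: 100% = MG132 at 30 µM as the positive control and 0% = DMSO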
# * marks the source's active call; other numbers are inactive results; nt = no result given.
SMILES,FLuc act counter,NF-kB expr up,FLuc inhib CS,G6PDH counter,APP 5'UTR act,Efa HMGR inh,APP transl inh,Redox H2O2 prof,STAT1 act,Hsp70 act
CCOc1ccc(N2CSC3=C(C#N)C(c4ccco4)CC(=O)N3C2)cc1 (configuration not stated),1,0.95,-0.9,23.0,-2.7,-2.7,2.7,-0.5,105.6,0.1
COC(=O)c1cccc(S(=O)(=O)N(Cc2ccco2)Cc2cc3cc(OC)ccc3[nH]c2=O)c1,1,0.49,1.6,10.3,15.1,-6.8,-15.1,0.4,98.4,-0.2
O=C(CN1C2=NCCN2c2ccccc21)c1ccc2c(c1)OCO2,1.1,1.3,-8.5,1.6,2.9,1.5,-2.9,1.0,97.7,-0.3
OC(COCc1ccccc1)CN1CCN(c2ccccc2F)CC1 (configuration not stated),1,1,-4.7,-0.7,-11.9,4.3,11.9,-0.4,99.6,-0.2
CC(C)CNC(=O)c1cccc(NC(=O)CCc2ccccc2)c1,1,0.74,0.8,24.7,11.7,-1.1,-11.7,-0.9,95.5,0.8
COCCNC(=O)c1cc2nc(-c3ccccc3)cc(C)n2n1,1.1,1.2,-7.7,6.1,13.8,-2.7,-13.8,-1.4,92.7,-0.2
Cc1cc(C)cc(NC(=S)Nc2ccc(Cl)c(Cl)c2)c1,1.1,0.92,-5.6,4.5,14.2,0.1,-14.2,-0.1,89.2,0.3
O=C(NCc1ccc(F)cc1)Nc1cccc([N+](=O)[O-])c1,1,0.92,-2.2,1.4,38.5,1.9,-38.5,0.0,95.5,0.7
CC(C)OC(=O)C(C)Oc1ccc(C(=O)NCCc2ccccc2)cc1 (configuration not stated),1,1.72,-2.1,12.1,6.5,-2.4,-6.5,0.1,97.8,-0.2
Cc1ccc2nc(SCC(=O)O)nc(C)c2c1,1,1.04,0.1,-2.3,6.7,-2.0,-6.7,2.5,93.8,-0.2
O=C(Cn1cccc1C(=O)c1ccccc1)NCc1ccc2c(c1)OCO2,1,1.35,2.7,-4.2,-22.3,-4.5,22.3,-1.2,110.4,-0.1
O=C(CSc1nncs1)NCCCc1ccccc1,1,1.04,1.7,17.9,3.4,0.4,-3.4,-0.1,105.7,0.0
Cc1ccc(S(=O)(=O)N2CCC(NC(=O)c3cccc(C)c3)CC2)cc1,1,1.33,-4.6,4.3,-0.1,-2.2,0.1,-1.1,94.1,-0.4
O=c1cc(Nc2cccc(Br)c2)[nH]c(=O)[nH]1,1.1,1.12,-6.8,5.5,-15.9,-0.8,15.9,-0.5,103.7,-0.2
CC(C)OCC(O)CSc1ccccn1 (configuration not stated),1,1.22,-4.4,8.7,12.5,2.1,-12.5,-0.4,102.2,0.2
Cc1ccc(NC(=O)CSc2ccc(-c3ccco3)nn2)cc1,0.9,1.05,11.3,6.0,14.3,-0.6,-14.3,-0.9,102.4,-0.3
CCOC(=O)C1=C(C)N=C2SC(C(=O)OC)=CC(=O)N2C1c1cccc(OC)c1 (configuration not stated),1,1.11,2.2,15.8,36.9,2.4,-36.9,1.7,104.0,0.4
COCCNC(=O)CN1C(=O)CSc2ncccc21,1.1,1.1,-7.4,1.2,3.9,5.0,-3.9,-0.6,93.2,0.0
CC(NC=C1C(=O)OC(C)(C)OC1=O)C(=O)O (configuration not stated),1.1,1.26,-5.2,-2.7,6.2,-11.5,-6.2,-9.7,98.8,-0.3
CN1CCN(c2ccccc2NC(=O)c2ccc(N3CCCC3)c([N+](=O)[O-])c2)CC1,1,0.67,-0.7,-3.8,18.9,0.8,-18.9,-0.1,92.4,0.1

# Pulled one by one from the entries so far, 2 records:
SMILES,FLuc act counter,NF-kB expr up,FLuc inhib CS,G6PDH counter,APP 5'UTR act,Efa HMGR inh,APP transl inh,Redox H2O2 prof,STAT1 act,Hsp70 act
COC(=O)c1cccc(S(=O)(=O)N(Cc2ccco2)Cc2cc3cc(OC)ccc3[nH]c2=O)c1,1,0.49,1.6,10.3,15.1,-6.8,-15.1,0.4,98.4,-0.2
O=C(CSc1nncs1)NCCCc1ccccc1,1,1.04,1.7,17.9,3.4,0.4,-3.4,-0.1,105.7,0.0

# Other compounds
SMILES,FLuc act counter,NF-kB expr up,FLuc inhib CS,G6PDH counter,APP 5'UTR act,Efa HMGR inh,APP transl inh,Redox H2O2 prof,STAT1 act,Hsp70 act
C=CCN(CC=C)C(=O)c1ccc(OC2CCN(Cc3ccccn3)CC2)cc1,1.1,1.03,-5.5,10.9,20.6,-1.6,-20.6,-0.2,97.1,-0.4
CC(C)c1cc(C(=O)NC2CCCCC2)no1,1,1.91,2.0,3.8,51.5,4.5,-51.5,-0.7,117.2,-0.1
CC(C)=CCN1CCN(Cc2nc(C(C)C)cs2)CC1CCO (configuration not stated),1,0.88,2.0,13.6,-5.3,-0.9,5.3,-0.9,105.3,0.5
CC(=O)c1cccc(NC(=O)c2cc3ccccn3n2)c1,0.3,1.92,71.7*,14.9,78.4,-3.7,-78.4,-0.2,121.4,-0.1
CCOC(=O)N1CCC(N(CCN(C)C)C(=S)Nc2cccc(SC)c2)CC1,1.1,1.06,-6.8,4.4,11.8,-8.0,-11.8,-0.4,91.8,-0.2
CCOC(=O)/C=c1\s/c(=C\c2ccc3c(c2)OCCO3)c(=O)n1CC(=O)NCC1CCCO1 (configuration not stated),1,0.76,-0.2,7.4,5.1,-4.2,-5.1,3.2,102.2,-0.4
COc1ccc(-c2nc(CN3CCC(c4ccccc4)CC3)c(C)o2)cc1OC,1.1,0.99,-7.9,7.3,-8.0,0.9,8.0,-0.5,97.1,-0.4
Fc1ccc(/C=N/Nc2nnnn2-c2ccccc2)cc1,1,1.05,-2.7,13.5,-37.5,1.3,37.5,0.1,92.5,-0.5
Cc1c(C2N3CC4(C)CN2CC(C)(C3)C4=O)c2ccccc2n1C (configuration not stated),1,1.04,-1.7,4.1,-3.6,1.1,3.6,-2.4,92.0,-0.2
COc1ccc(C)cc1NCC(=O)Nc1ccc(C(C)(C)C)cc1,1,0.81,-4.9,-8.6,8.5,-0.4,-8.5,1.7,95.2,-0.3
CCN(C(=O)c1ccnc(C(C)(C)C)c1)c1ccccc1,1,1.07,-2.1,11.1,3.8,-1.8,-3.8,0.2,100.9,-0.1
CCCCOC(=O)n1c(=S)oc2cc(Cl)ccc21,1,2.88,1.8,5.7,0.8,-3.2,-0.8,2.4,99.4,0.2
CCOC(=O)c1c(NC(=O)c2ccccc2Cl)sc2c1CCc1ccccc1-2,1,0.98,-3.4,7.4,-18.5,1.6,18.5,0.6,98.2,-0.4
Cc1ccc2nc(Cl)c(C3CC(c4cccs4)=NN3C(=O)CCC(=O)O)cc2c1 (configuration not stated),1.1,1.4,-5.0,13.5,0.6,-2.7,-0.6,-0.2,98.1,-0.3
COc1ccc(Nc2nc(-c3ccccc3)c(C(=O)Nc3cccnc3)s2)cc1,1,1.44,0.3,-1.6,-8.7,-9.6,8.7,-4.1,113.0,-0.1
Cc1cc(C)nc(-n2nc(C)cc2NC(=O)CNCc2ccccc2)n1,1,0.93,-3.1,2.3,0.5,-2.9,-0.5,0.1,105.6,-0.1
CCNC(=O)Nc1ccccc1C(=O)OC,1,1.15,-1.7,15.0,23.2,-4.7,-23.2,-0.4,98.9,0.1
O=C(NCc1ccc2c(c1)OCO2)c1ccc(=O)[nH]c1,1.1,1.05,-8.4,-4.6,7.2,-1.8,-7.2,0.3,101.4,-0.1
COc1ccccc1N1C(=O)C2CC=CC(C)C2C1=O (configuration not stated),1,1.12,-2.6,3.5,-6.8,-4.6,6.8,-0.6,97.1,-0.3
CCOc1cc2[nH]c(=O)n(CCCN3CCN(c4ccc(OC)cc4)CC3)c(=O)c2cc1OCC,1.1,0.92,-6.0,-1.5,-9.8,-2.0,9.8,-0.7,99.0,-0.1
CCc1nnc(NC(=O)Nc2ccc(OC)cc2)s1,0.9,2.13,6.1,-0.4,13.9,1.3,-13.9,0.1,110.6,-0.1
NC(=O)COC(=O)c1cccc(S(=O)(=O)N2CCN(c3ccc(F)cc3)CC2)c1,1,1.41,-2.5,3.9,-2.0,-0.3,2.0,-0.4,93.3,-0.3
COc1ccc(N(C(=O)CNC(=O)c2ccco2)C(C(=O)NC2CCCC2)c2ccncc2)cc1 (configuration not stated),1,1.04,1.4,19.4,-1.1,-5.5,1.1,0.7,105.8,-0.1
O=C(Nc1cccc2nsnc12)c1ccc(-c2ccc(Br)cc2)o1,1,1.61,-2.5,16.2,14.2,-4.7,-14.2,2.5,101.1,0.1
Cc1ccc(-n2c3c(c(O)c(-c4ccccc4)c2=O)C(=O)CC(C)(C)C3)cc1,1,1.41,-4.3,0.0,13.0,-3.7,-13.0,-0.1,98.3,-0.2
Cn1c2c(c(=O)[nH]c1=O)C(c1cccc(O)c1)C1=C(N2)c2ccccc2C1=O (configuration not stated),0.9,0.77,7.8,-2.0,-27.9,-11.7,27.9,0.2,85.7,-0.2
CN(CC(=O)Nc1ccc(S(N)(=O)=O)cc1)c1ccccc1,1,1.48,-0.5,2.2,-33.5,-1.6,33.5,0.3,108.8,-0.3
CC(NC(=O)COC(=O)c1cc(NS(=O)(=O)c2ccc(Cl)c([N+](=O)[O-])c2)ccc1O)C1CC2CCC1C2 (configuration not stated),1,0.99,-4.9,9.4,2.1,4.3,-2.1,0.1,98.5,0.0
COc1ccc(S(=O)(=O)N2CC=C(C(=O)Nc3ccc(NC(C)=O)cc3)CC2)cc1,1.1,1.02,-5.9,-0.2,12.4,21.7*,-12.4,-0.1,100.0,-0.3
C/C(=N\OCC(=O)Nc1ccccc1C(=O)O)c1cccs1,0.8,1.8,21.0,10.9,15.2,-7.3,-15.3,5.0,109.7,-0.5
C/C(=N\NC(=O)C(N)=O)c1cccc(C(F)(F)F)c1,1,1.08,1.5,13.4,21.6,-0.1,-21.6,-2.0,102.4,-0.1
O=C(c1cccs1)N1CCN(Cc2cccnc2)CC1,1.1,1.12,-5.3,11.1,nt,-1.8,nt,nt,nt,nt
CN(CCO)CCOCCOc1cccc2ccccc12,1,0.98,0.4,4.0,1.1,2.1,-1.1,0.6,92.1,-0.3
CCCc1nc2ccccc2n1C(=S)SC,1,0.85,-1.6,0.9,30.7,6.0,-30.7,1.1,80.9,-0.1
COc1cc(C2C(C#N)=C(C)NC3=C2C(=O)CC(C)(C)C3)ccc1OCCO (configuration not stated),1,1.01,-4.7,2.3,7.5,3.9,-7.5,0.0,91.5,-0.7
CCOc1ncccc1C(=O)OCC(=O)Nc1c(C)cccc1C,1.1,1,-5.7,-0.2,4.6,-1.4,-4.6,-0.3,110.4,-0.3
Cc1nn(-c2ccccc2)c(C)c1C(=O)OCC(=O)N(C)C1CCS(=O)(=O)C1 (configuration not stated),1,1.29,-2.8,3.4,32.2,-11.1,-32.2,0.3,107.4,0.2
COC(=O)c1oc2ccccc2c1-n1cccc1,1,1.1,-4.7,4.7,-7.4,-3.8,7.4,0.7,98.2,-0.2
O=C(OCc1ccccc1F)c1ccc2c(c1)OCCO2,1,2.58,-1.4,3.3,53.7,2.0,-53.7,3.1,138.9*,0.6

# A section taken from the entries so far:
SMILES,FLuc act counter,NF-kB expr up,FLuc inhib CS,G6PDH counter,APP 5'UTR act,Efa HMGR inh,APP transl inh,Redox H2O2 prof,STAT1 act,Hsp70 act
COc1ccc(N(C(=O)CNC(=O)c2ccco2)C(C(=O)NC2CCCC2)c2ccncc2)cc1 (configuration not stated),1,1.04,1.4,19.4,-1.1,-5.5,1.1,0.7,105.8,-0.1
O=C(Nc1cccc2nsnc12)c1ccc(-c2ccc(Br)cc2)o1,1,1.61,-2.5,16.2,14.2,-4.7,-14.2,2.5,101.1,0.1

# Assay outcomes from PubChem.
